CHO-K1 Ca antag: M1 antagonist counterscreen hit in parental CHO-K1 cells | ATP-induced calcium, Fluo-8 fluorescence | inhibition, % at 3 µM | 0.6% of 360,000 active;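 active means inhibition above a per-plate cutoff, the plate's mean sample inhibition plus 3 SD, cut at about 24% in these data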;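 further: 0% = DMSO plus EC80 ATP and 100% = DMSO alone without ATP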
V1R ag counter: agonists of human V1a receptor, primary screen, counter-screen for OXTR agonist project, fluorescence, CHO-V1R cells. Vasopressin V1a receptor (Homo sapiens), P37288. activation, % at 3 µM. AID 2797, 2010. 0.25% of 320,000 active. Fluo-8 calcium fluorescence, agonist mode; 0% DMSO, 100% 3 nM vasopressin;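 active means activation above the mean activation of all tested compounds plus 3 SD, per screening run, cut at about 20% in these data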;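 further: signal is peak over basal fluorescence ratio across a 100 second FLIPR read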
CHO-K1 Ca PAM: nonselective calcium activators in parental CHO-K1 cells, primary screen, counter-screen for M1 PAM project, cell-based, Fluo-8 calcium fluorescence, full deck, 1536-well; ATP EC20; 0% at ATP EC20, 100% at ATP max; activation, % at 3 µM; 0.02% of 360,000 active;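 active means activation above the run cutoff, the mean activation of all test compounds plus 3 SD, cut at about 40% in these data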;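 further: peak over basal fluorescence ratio in a 140 s read after ATP addition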
TAAR1 agonist: human TAAR1 agonists, primary screen, Fluo-8 calcium fluorescence, CHO RD-HGA16 cells; Trace amine-associated receptor 1 (Homo sapiens), Q96RJ0; vehicle wells 0%, saturating PEA agonist 100%; activation, % at 3 µM; 0.99% of 360,000 active;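 active means activation above the mean activation of all test compounds in the run plus 3 SD, cut at about 38% in these data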
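Test system: RD-HGA16 (CHO) cells co-expressing Gα16 and hTAAR1; dosing: one-point dosing at 3 µM (nominal); timing: 17-24 h seeding, 75 min 37 °C dye, 30 min RT; signal: kinetic Fluo-8 calcium fluorescence; read-out basis: % activation relative to PEA EC100 response; controls: DMSO and PEA EC100; replicates: n 1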
TAAR1 antagonist: human TAAR1 antagonists, primary screen, Fluo-8 calcium fluorescence, CHO RD-HGA16 cells; Trace amine-associated receptor 1 (Homo sapiens), Q96RJ0; antagonist; inhibition, % at 3 µM; 1.5% of 360,000 active;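 active means inhibition above a per-plate cutoff, the mean inhibition of test compounds on that plate plus 3 SD, cut at about 49% in these data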;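 further: 0% = DMSO plus EC80 beta-PEA response and 100% = DMSO alone without agonist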
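System: CHO RD-HGA16 cells bearing hTAAR1. Reagent: EC80 β-phenethylamine stimulus. Schedule: seeding 17-24 h prior, 75-min 37 °C, 30-min RT dye loading. Signal: Fluo-8 intracellular calcium dye fluorescence, real-time kinetic reads. Read-out: % inhibition from peak post-agonist over basal fluorescence ratio. Benchmarks: vehicle wells and EC80 agonist wells. Replicates: n of 1.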
OXTR potentiator: human OXTR potentiators, primary screen, fluorescence, CHO-OTR cells, Fluo-8 calcium | AID 2445, 2010 | Fluo-8 calcium fluorescence, potentiator mode; 0% = oxytocin EC15, 100% = EC100 | activation, % at 3 µM | Oxytocin receptor (Homo sapiens), P30559 | 0.061% of 320,000 active;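 active means activation above that plate's cutoff, the mean activation of tested compounds plus 3 SD, cut at about 6.6% in these data, passing the limit was not always enough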;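 further: 100% uses oxytocin at 75 nM as the full agonist control; some results filed as inactive read as strong as hits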
Target sequence (P30559 whole entry, looked up): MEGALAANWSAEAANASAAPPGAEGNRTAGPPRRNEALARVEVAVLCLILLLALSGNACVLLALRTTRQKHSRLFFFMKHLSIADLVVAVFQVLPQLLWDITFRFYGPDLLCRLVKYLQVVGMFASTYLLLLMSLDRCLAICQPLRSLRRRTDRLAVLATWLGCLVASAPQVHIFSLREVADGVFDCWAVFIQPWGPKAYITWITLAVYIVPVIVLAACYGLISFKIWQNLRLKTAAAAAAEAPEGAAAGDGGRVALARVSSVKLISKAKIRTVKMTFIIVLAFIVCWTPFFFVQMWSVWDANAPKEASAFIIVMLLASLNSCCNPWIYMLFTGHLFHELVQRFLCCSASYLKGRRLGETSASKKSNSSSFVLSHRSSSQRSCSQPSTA
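System: human OTR in CHO cells; Also added: sub-maximal oxytocin, roughly EC15; Timing: compound 6 min at room temperature before oxytocin, 100 s read; Technique: Fluo-8 intracellular calcium fluorescence, ex 470-495, em 515-575 nm; Controls: oxytocin EC15 low and EC100 high; Replication: singlicate.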
M1 ag parental: counter-screen for M1 agonists: effect in parental CHO-K1 cells | 0.48% of 360,000 active | AID 602248, 2012 | activation, % at 3 µM | Fluo-8 calcium fluorescence; scaled to maximal ATP response, vehicle zero; in the data active means activation above about 15%;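 further: untransfected CHO-K1 host cells lacking M1 receptor as counterscreen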
CHO parental Ca: ATP-evoked calcium signal inhibitors, parental CHO, primary screen, counter-screen for OX1R antagonist project, cell-based, fluorescence, Fluo-8 calcium dye; parental CHO-K1, ATP-induced calcium, Fluo-8 fluorescence; AID 463079, 2010; 0.63% of 330,000 active; inhibition, % at 5.6 µM;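 active means inhibition above that plate's mean sample inhibition plus 3 SD, cut at about 26% in these data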;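 further: 0% = ATP-challenged DMSO wells and 100% = DMSO wells without ATP; some compounds past the cut are filed as inactive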
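Test system: untransfected parental CHO cell line. Compound: one dose, 5.6 µM nominal. Detection: intracellular calcium via Fluo-8 no-wash fluorescent dye. Measure: % inhibition. Benchmarks: ATP-challenged DMSO wells low, unchallenged DMSO wells high.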
CHRM1 agonist: human M1 muscarinic receptor agonists, primary screen, Fluo-8 calcium fluorescence, CHO-K1 cells, HTS | Muscarinic acetylcholine receptor M1 (Homo sapiens), P11229 | CHO-K1 hM1, agonist mode; 0% DMSO, 100% acetylcholine EC100 | activation, % at 3 µM | 0.33% of 360,000 active | AID 588814, 2011;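 active means activation above the run's mean compound activation plus 3 SD, cut at about 16% in these data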;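 further: peak over basal fluorescence ratio within a 140 s kinetic read after compound addition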
Target sequence (P11229 whole entry, looked up): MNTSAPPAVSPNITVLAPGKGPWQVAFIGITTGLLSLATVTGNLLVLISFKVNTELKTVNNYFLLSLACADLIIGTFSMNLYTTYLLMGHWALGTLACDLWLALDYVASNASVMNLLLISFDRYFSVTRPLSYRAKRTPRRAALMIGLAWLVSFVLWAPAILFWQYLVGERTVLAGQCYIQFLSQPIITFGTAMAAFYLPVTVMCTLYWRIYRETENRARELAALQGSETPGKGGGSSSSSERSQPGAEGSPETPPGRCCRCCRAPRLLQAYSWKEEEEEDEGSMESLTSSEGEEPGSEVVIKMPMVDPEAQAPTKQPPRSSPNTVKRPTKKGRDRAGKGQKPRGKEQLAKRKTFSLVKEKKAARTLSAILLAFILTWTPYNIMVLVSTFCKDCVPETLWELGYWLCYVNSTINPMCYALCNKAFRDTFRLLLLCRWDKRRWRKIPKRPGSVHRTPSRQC
* marks the source's active call; other numbers are inactive results; / = no result given.

entry	Compound	OXTR potentiator	CHO-K1 Ca antag	CHO-K1 Ca PAM	V1R ag counter	M1 ag parental
1	O=C(CCN1CCOCC1)NNC(=O)/C(=C/c1ccccc1)NC(=O)c1ccccc1	-5	3	1	0.2	1.1
2	Clc1ccc(OCc2nc(-c3ccccn3)no2)c(Br)c1	-4	4	6	-1.6	-0.4
3	CCCS(=O)(=O)NC(=O)C1(C)CCCN(C(=O)c2ccc(SC(F)(F)F)cc2)C1 (configuration not stated)	/	-10	25	/	0.8
4	CCn1c(N)c(C(=O)NCc2cccnc2)sc1=S	-8	6	0	-1.0	-0.3
5	CCCC(CCC)=NNC(=O)CN(Cc1ccccc1)S(=O)(=O)c1ccccc1	-17	-9	21	0.6	0.6
6	Cc1ccc(OCC(=O)NNC(=O)C2CCCO2)c(C)c1 (configuration not stated)	-9	-17	15	0.6	0.7
7	Cc1ccc(Cc2nnc(SCC(=O)Nc3ccccc3Cl)[nH]c2=O)cc1	-3	14	-28	-0.2	-0.4
8	CC(C)CC1NC(=O)c2ccccc2-n2c1nc1ccc(F)cc1c2=O (configuration not stated)	-2	/	/	-0.3	/
9	CC(C)C1C(=O)N(Cc2cn(Cc3ccco3)nn2)CCS(=O)(=O)N1Cc1ccc(-c2ccncc2)cc1 (configuration not stated)	/	-6	20	/	0.6
10	CC1CCN(C(=O)CSc2nnc(-c3ccncc3)n2C)CC1	-6	-14	19	0.6	0.6
11	COc1ccc([C@H]2CC(=O)C=C(c3ccc(OC(F)(F)F)cc3)C2)cc1	-5	-7	-8	0.4	-0.3
12	CC(=O)NC(CC(=O)Nc1nccs1)c1ccccc1 (configuration not stated)	-4	-11	9	-0.5	1.0

entry	CHRM1 agonist	CHO parental Ca	TAAR1 antagonist	TAAR1 agonist
1	-6	5	24	3
2	-5	-7	-22	5
3	-2	/	-12	5
4	-2	-12	-7	2
5	-5	-21	5	-2
6	-2	-2	0	4
7	-1	1	-10	1
8	/	-6	3	15
9	-3	/	-19	-1
10	-2	2	-17	6
11	-7	-21	24	3
12	-2	-9	-18	0

New compounds follow
entry	Compound	OXTR potentiator	CHO-K1 Ca antag	CHO-K1 Ca PAM	V1R ag counter	M1 ag parental
13	COC(=O)c1cccc(C23CC4(C2)[C@H](CN(Cc2ccc(C(F)(F)F)cc2)[C@@H]4c2ccccc2)C3c2ccc(C(F)(F)F)cc2)c1 (some centres not stated)	-8	/	/	-0.1	/
14	COc1ccc(-n2nnnc2C(CCc2ccccc2)N2CCN(C/C=C/c3ccccc3)CC2)cc1 (configuration not stated)	/	-5	3	/	0.2
15	CC(C)CCOP(=O)(c1ccc(N(C)C)cc1)C(O)c1ccccn1 (configuration not stated)	-6	-17	24	0.0	0.3
16	COc1cccc(S(=O)(=O)NCC(=O)Nc2ccc(C(C)(C)C)cc2)c1	-8	-8	17	4.7	1.8
17	Cc1ccc(-c2noc(CCC(=O)NCc3ccc4c(c3)OCO4)n2)cc1	-21	-15	9	1.7	1.4
18	Cc1cc(CNC[C@H]2O[C@@H](n3cnc(C(N)=O)n3)[C@H](O)[C@@H]2O)c(C)n1-c1cccnc1	/	-9	12	/	0.5
19	CCc1ccc(C(C(=O)NC2CCCC2)N(C(=O)c2csnn2)C2CC2)cc1 (configuration not stated)	3	-17	15	-0.9	1.6
20	Cc1cc(NS(=O)(=O)c2ccc(NC(=O)C(C)Oc3cc(C)c(Cl)c(C)c3)cc2)no1 (configuration not stated)	-7	-12	4	0.1	-0.5
21	O=C(N/N=C/c1ccccc1Cl)c1ccc(F)cc1	1	-7	5	-1.1	0.1
22	CC1(C)CC(NC(=O)COc2cc3oc(=O)c4c(c3cc2Cl)CCC4)CC(C)(C)N1	-4	1	7	0.2	-0.5
23	Cc1cc(C)c(C#N)c(SCC(=O)NC(C)(C)C)n1	1	-17	16	0.1	0.7
24	COc1cc(C(=O)NCC2CCCO2)ccc1OCc1c(C)noc1C (configuration not stated)	-5	-6	13	1.4	0.1

entry	CHRM1 agonist	CHO parental Ca	TAAR1 antagonist	TAAR1 agonist
13	/	-5	7	4
14	-2	/	14	-1
15	-6	-10	-6	2
16	-5	-10	5	-1
17	-2	32	-5	0
18	-3	/	-11	5
19	-1	-14	-16	-3
20	-5	-1	0	0
21	-2	-9	13	6
22	-6	-22	-8	1
23	-4	-6	4	0
24	0	-7	4	4

Quoted at random: 6 entries already listed
entry	Compound	OXTR potentiator	CHO-K1 Ca antag	CHO-K1 Ca PAM	V1R ag counter	M1 ag parental
18	Cc1cc(CNC[C@H]2O[C@@H](n3cnc(C(N)=O)n3)[C@H](O)[C@@H]2O)c(C)n1-c1cccnc1	/	-9	12	/	0.5
21	O=C(N/N=C/c1ccccc1Cl)c1ccc(F)cc1	1	-7	5	-1.1	0.1
13	COC(=O)c1cccc(C23CC4(C2)[C@H](CN(Cc2ccc(C(F)(F)F)cc2)[C@@H]4c2ccccc2)C3c2ccc(C(F)(F)F)cc2)c1 (some centres not stated)	-8	/	/	-0.1	/
14	COc1ccc(-n2nnnc2C(CCc2ccccc2)N2CCN(C/C=C/c3ccccc3)CC2)cc1 (configuration not stated)	/	-5	3	/	0.2
19	CCc1ccc(C(C(=O)NC2CCCC2)N(C(=O)c2csnn2)C2CC2)cc1 (configuration not stated)	3	-17	15	-0.9	1.6
15	CC(C)CCOP(=O)(c1ccc(N(C)C)cc1)C(O)c1ccccn1 (configuration not stated)	-6	-17	24	0.0	0.3

entry	CHRM1 agonist	CHO parental Ca	TAAR1 antagonist	TAAR1 agonist
18	-3	/	-11	5
21	-2	-9	13	6
13	/	-5	7	4
14	-2	/	14	-1
19	-1	-14	-16	-3
15	-6	-10	-6	2

(listing goes on)
entry	Compound	OXTR potentiator	CHO-K1 Ca antag	CHO-K1 Ca PAM	V1R ag counter	M1 ag parental
25	Cc1noc(C)c1CSCC(=O)N(C)CC(=O)Nc1ccccc1C(F)(F)F	-3	16	-4	0.4	0.0
26	Cc1ccccc1C(NC(N)=O)c1ccccc1 (configuration not stated)	-1	-1	8	-0.5	0.2
27	CCOC(=O)C1C(=O)C=C(/C=C/c2ccccc2)CC1c1ccc(Cl)cc1 (configuration not stated)	-12	-16	16	1.7	0.1
28	Cc1nc(NC(=O)C(C)(C)C)sc1C(=O)Cn1cc(-c2ccc(C(C)(C)C)cc2)nn1	/	-11	11	/	0.3
29	CCC(=O)Nc1cccc(C2=NN(c3ccccc3)C(c3ccc(OC)cc3)C2)c1 (configuration not stated)	-3	-2	10	0.6	3.9
30	CC(C)OC(=O)CN1C(=O)C(C)(C)Oc2ccc(C(=O)NC(C)(C)C)cc21	-2	-5	22	-0.9	1.8
31	O=C(c1cn(-c2ccccc2)nc1-c1cccs1)N(CCO)Cc1ccccc1	-17	-4	22	0.6	3.5
32	COC/C=C/C1=CC2=CC(=O)C(C)(OC(=O)c3cnc4ccccc4n3)C(=O)C2=CN1CC(C)C (configuration not stated)	-12	-17	22	-0.3	2.1
33	CSc1ccc(CN(C)C(=O)c2cc(Cl)c3c(c2)OCCO3)cc1	-11	-21	14	1.6	1.6
34	Cc1cccc(N2CCN(C(=O)c3cccn4c(=O)c5c(C)c(C)sc5nc34)CC2)c1C	-20	-1	-6	0.9	0.0
35	COc1ccc(-c2noc(-c3cccc(OC)c3OC)n2)cc1OC	-6	-5	15	-0.9	0.9
36	CCOC(=O)c1ccc(S(=O)(=O)N2CC(=O)Nc3ccccc32)cc1	1	-12	13	0.7	1.0

entry	CHRM1 agonist	CHO parental Ca	TAAR1 antagonist	TAAR1 agonist
25	4	-9	-25	1
26	0	-5	/	/
27	-1	-36	-10	3
28	/	/	7	-1
29	-2	-19	18	-1
30	-2	-13	-21	5
31	0	-21	33	17
32	-3	-20	/	/
33	-3	-11	2	-1
34	0	-7	-13	10
35	-5	0	24	3
36	-7	0	-20	1

More records.
entry	Compound	OXTR potentiator	CHO-K1 Ca antag	CHO-K1 Ca PAM	V1R ag counter	M1 ag parental
37	COc1ccc(NC(=O)N(Cc2cc3cc(OC)c(OC)cc3[nH]c2=O)CC2CCCO2)cc1 (configuration not stated)	-1	-6	3	0.1	-0.4
38	Cc1ccc(CNC(=O)c2ccc(Cl)cc2[N+](=O)[O-])cc1	-2	26*	-8	-0.7	-0.2
39	CCOc1ccc(S(=O)(=O)N2CCC(C(=O)N3CCOCC3)CC2)cc1C	-6	-17	7	2.0	0.9
40	O=C1OCCC1S(=O)(=O)c1ccc2ccccc2c1 (configuration not stated)	0	7	-2	-0.6	-0.3
41	Cc1ccc(-c2cc(C(=O)N3CCN(c4ncccn4)CC3)c3ccccc3n2)cc1	-7	0	10	-0.8	3.2
42	CO[C@@H]1[C@@H](OC(N)=O)[C@@H](O)[C@H](Oc2ccc3c(O)c(NC(=O)c4ccc(O)c(CC=C(C)C)c4)c(=O)oc3c2C)OC1(C)C	/	-7	-9	/	0.3
43	Cc1oc2ccc(NS(=O)(=O)c3ccccc3)cc2c1C(=O)Nc1ccccc1	-2	-5	7	1.2	5.6
44	Cc1ccccc1CC(=O)c1ccc(O)c(C)c1O	-9	12	-10	0.9	0.7
45	CCn1c(SCC(=O)c2ccccc2)nc2ccccc2c1=O	-2	-10	19	0.4	8.3
46	O=C(O)C1CC=CCC1C(=O)c1ccccc1 (configuration not stated)	4	-3	6	0.5	-0.2
47	COC(=O)c1cc(NC(=O)Cc2ccc(OC)c(OC)c2)cc(C(=O)OC)c1	-5	-9	14	1.0	0.7
48	O=C(Nc1c(Cl)ccc2nsnc12)c1ccc([N+](=O)[O-])o1	-13	-16	26	0.1	1.7
49	C=CCOc1ccc(/C=C2\SC(=S)N(CCC(=O)O)C2=O)cc1	1	2	0	0.0	0.1

entry	CHRM1 agonist	CHO parental Ca	TAAR1 antagonist	TAAR1 agonist
37	-2	-21	-5	1
38	-4	-10	-5	9
39	-5	-9	-1	0
40	-5	-4	5	4
41	0	-33	50*	16
42	5	/	1	1
43	-7	-23	0	8
44	-8	-5	10	2
45	-10	-15	15	1
46	-3	3	-7	12
47	-2	-9	2	6
48	0	-6	-2	1
49	0	-1	-11	8
